Compound activity: PubChem, several laboratories
Anthrax LF inh2 – inhibitors of Bacillus anthracis lethal factor protease; P15917; multiplex microsphere protease cleavage assay, LF; inhibition, % at 10 µM; 360,000 compounds, 0.12% hits; further: plate controls were buffer without enzyme for full effect and enzyme alone for no effect
Target sequence (P15917 whole entry, looked up): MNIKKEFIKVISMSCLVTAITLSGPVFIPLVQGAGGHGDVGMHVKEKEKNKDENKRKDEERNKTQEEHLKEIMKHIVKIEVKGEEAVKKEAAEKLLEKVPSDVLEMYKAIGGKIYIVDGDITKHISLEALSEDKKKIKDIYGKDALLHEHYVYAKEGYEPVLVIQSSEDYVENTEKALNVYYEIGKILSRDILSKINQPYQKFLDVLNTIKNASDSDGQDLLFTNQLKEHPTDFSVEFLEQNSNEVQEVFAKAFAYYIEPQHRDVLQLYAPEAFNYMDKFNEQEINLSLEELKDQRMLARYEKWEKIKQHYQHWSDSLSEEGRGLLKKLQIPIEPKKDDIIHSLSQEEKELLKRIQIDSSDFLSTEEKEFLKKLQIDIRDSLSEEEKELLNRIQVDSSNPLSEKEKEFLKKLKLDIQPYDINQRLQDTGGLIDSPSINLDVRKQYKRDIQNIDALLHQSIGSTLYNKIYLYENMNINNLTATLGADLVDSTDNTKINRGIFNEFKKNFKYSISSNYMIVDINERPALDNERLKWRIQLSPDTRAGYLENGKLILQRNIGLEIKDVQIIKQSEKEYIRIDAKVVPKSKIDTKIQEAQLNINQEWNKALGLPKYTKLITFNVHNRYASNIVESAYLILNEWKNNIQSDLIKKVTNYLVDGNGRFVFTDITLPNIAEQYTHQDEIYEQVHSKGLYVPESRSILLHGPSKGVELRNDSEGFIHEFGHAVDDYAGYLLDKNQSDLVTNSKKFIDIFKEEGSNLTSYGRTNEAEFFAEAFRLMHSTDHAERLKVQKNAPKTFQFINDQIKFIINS
BoNT-F LC inh – blocks Botulinum neurotoxin F light chain protease | 360,000 compounds, 0.22% hits | inhibition, % at 10 µM | Multiplex microsphere protease cleavage assay, flow cytometry; in the data active means inhibition above about 35%, passing the limit was not always enough; further: plate controls were buffer without enzyme for full effect and enzyme alone for no effect
TcdB inh – TcdB glycohydrolase inhibition | P18177 | TcdB glycohydrolase enzymatic assay, plate reader | inhibition, % at 9.99 µM | 350,000 compounds, 0.24% hits; in the data active means inhibition above about 10%
FadD28 binding – blocks FadD28 binding to the bisubstrate probe; 360,000 compounds, 0.22% hits; inhibition, % at 12.5 µM; fluorescence polarization; AID 588549; in the data active means inhibition above about 8.5%, passing the limit was not always enough
CCHF vOTU inh – CCHFV vOTU protease inhibition | 370,000 compounds, 0.55% hits | Pep-AMC fluorescence | inhibition, % at 11.5 µM; in the data active means inhibition above about 30%; further: 0% = vehicle wells with enzyme and 100% = no enzyme wells
Yp Topo-I inh – blocks Yersinia pestis topoisomerase I activity. Y. pestis Topo-I cleavage product accumulation, plate reader. activity, % at 10 µM. 360,000 compounds, 0.064% hits. AID 504884; in the data active means activity above about 50%, passing the limit was not always enough; further: inactives centre near 2
PfHsp40 yeast – rescue of PfHsp40-mediated yeast toxicity | S. cerevisiae expressing PfHsp40, growth rescue, ATP luminescence | growth rescue, % at 12.5 µM | 340,000 compounds, 0.68% hits | AID 504582; in the data active means growth rescue above about 28%, passing the limit was not always enough;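 further: yeast W303a lacking pdr1 and pdr3 grown in galactose medium; growth measured after three days at 30 °C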
PrPC surface inh – cell surface PrPC inhibition, primary TR-FRET screen; 370,000 compounds, 0.43% hits; P04156; inhibition, % at 13.8 µM; AID 720596; TR-FRET read-out; in the data active means inhibition above about 24%; further: 0% = median of the test wells and 100% = reference compound wells
BoNT-A LC inh2 – inhibitors of Botulinum neurotoxin A light chain protease; AID 588499; inhibition, % at 10 µM; multiplex microsphere protease substrate cleavage, flow cytometry; 360,000 compounds, 0.17% hits; further: plate controls were buffer without enzyme for full effect and enzyme alone for no effect
* = called active by the depositor; . = no result given. Unless noted, no stated cut-off is given here; in the data, active means inhibition above about 30%; inconclusive means no clear call, values can overlap the other calls; inactive means below that.

SMILES	Anthrax LF inh2	BoNT-F LC inh	TcdB inh	FadD28 binding	CCHF vOTU inh	Yp Topo-I inh	PfHsp40 yeast	PrPC surface inh	BoNT-A LC inh2
CC1CCCCC1NC(=O)CCNS(=O)(=O)c1ccc2c(c1)CCC(=O)N2 (stereo not given)	-4	-4	1.5	-2.3	21	1	-0.5	-6	-2.5
COc1ccc(C(C)=O)cc1CC(=O)N(Cc1ccccc1)c1ccccc1	0	-2	1.2	.	11	20	-1.2	-3	0.9
CSc1ccc(CN2CCC2(C)C(=O)NCc2cccc(C(F)(F)F)c2)cc1 (stereo not given)	-2	-2	1.3	-7.2	10	31	.	-7	-0.6
COc1ccc(N(C(=O)c2ccccc2)S(=O)(=O)c2cccs2)cc1	0	-1	0.6	-0.4	2	7	1.3	5	-0.2
O=C(Cn1cnc(S(=O)(=O)N2CCOCC2)c1)Nc1ccc(OC(F)(F)F)cc1	-2	0	-0.8	-1.7	-11	3	-0.2	-1	2.2
CCOC(=O)c1cnc(Nc2nc3ccccc3o2)nc1CSc1nnc(C)s1	2	5	.	-3.8	-8	-5	-0.3	2	-2.6
CC(=O)N(\C=C/C=C/C=C1\Sc2ccccc2C1=O)c1ccccc1	-1	-20	0.2	2.7	-1	-6	1.1	4	6.9
COC(=O)c1ccc(Cn2nc(-c3ccccc3)ccc2=O)cc1	1	-47	-0.1	.	9	13	-0.7	-8	-2.1
COC(=O)CSc1nnc(-c2ccncc2)n1N	-3	0	.	-3.7	-4	3	0.6	-2	2.3
c1csc(CNCCCN2CCOCC2)c1	4	4	.	-0.7	-6	-3	-0.6	-5	-0.3
Oc1cccc(/C=N/Nc2cc(N3CCOCC3)nc(N3CCOCC3)n2)c1	2	-1	.	-1.0	10	-3	0.8	-10	-0.4
Cc1ccc2nc(/C(C#N)=C\c3ccc([N+](=O)[O-])o3)[nH]c2c1	1	7	.	-1.8	-1	-6	5.0	-4	1.6

4 compounds picked at random from those above:
SMILES	Anthrax LF inh2	BoNT-F LC inh	TcdB inh	FadD28 binding	CCHF vOTU inh	Yp Topo-I inh	PfHsp40 yeast	PrPC surface inh	BoNT-A LC inh2
CSc1ccc(CN2CCC2(C)C(=O)NCc2cccc(C(F)(F)F)c2)cc1 (stereo not given)	-2	-2	1.3	-7.2	10	31	.	-7	-0.6
Cc1ccc2nc(/C(C#N)=C\c3ccc([N+](=O)[O-])o3)[nH]c2c1	1	7	.	-1.8	-1	-6	5.0	-4	1.6
CCOC(=O)c1cnc(Nc2nc3ccccc3o2)nc1CSc1nnc(C)s1	2	5	.	-3.8	-8	-5	-0.3	2	-2.6
c1csc(CNCCCN2CCOCC2)c1	4	4	.	-0.7	-6	-3	-0.6	-5	-0.3

The results go on:
SMILES	Anthrax LF inh2	BoNT-F LC inh	TcdB inh	FadD28 binding	CCHF vOTU inh	Yp Topo-I inh	PfHsp40 yeast	PrPC surface inh	BoNT-A LC inh2
COC(=O)c1ccc(COC(=O)C(CCSC)NC(=O)COc2ccccc2)cc1 (stereo not given)	-2	-11	0.8	-4.2	3	25	0.4	-6	-1.2
CC(=O)C1C(=O)c2c(cccc2[N+](=O)[O-])C1=Nc1cccc(Cl)c1 (stereo not given)	-1	-1	4.6	1.1	5	-11	0.4	-11	-0.3
Cc1ccc(S(=O)(=O)N2CCN(C(=O)CSc3n[nH]c(N)n3)CC2)c(C)c1	-2	-1	-0.2	-4.8	4	6	-0.2	-2	-0.6
Cc1ccc(N2CC(C(=O)Nc3cc(C)ccc3F)CC2=O)cc1 (stereo not given)	9	28	.	-3.1	-12	8	0.9	5	2.5
O=C(CN1CCN(c2ccccc2)CC1)Nc1ccc(Oc2ccccc2)cc1	-10	6	.	-3.2	-5	19	7.8	3	-1.0
CCCOC(=O)CSc1nc(N)c(C#N)c(CC)c1C#N	3	-7	.	0.5	11	-10	0.2	-2	-0.7
Cc1ccc([N+](=O)[O-])cc1NC(=O)c1cccs1	-3	-1	0.5	-4.5	0	5	-1.1	-6	0.5
Cc1cccc(NC(=O)CSc2nc(N)c(NC(=O)c3cccs3)c(=O)[nH]2)c1	10	13	2.6	-1.0	-3	-4	0.8	1	0.3
COc1ccccc1CCC(=O)Nc1ccc2c(c1)CN(Cc1ccc(C)o1)CC2	-2	-1	3.0	-2.9	16	5	0.0	-5	0.9
COc1ccc(CC(=O)Nc2nc(C)cs2)cc1	0	0	-0.5	-2.5	6	6	0.2	7	0.6
CC(C)(C)NC(=O)Cn1cnc2cc([N+](=O)[O-])ccc2c1=O	1	0	1.5	-3.7	13	-11	-1.2	-41	-0.1
COc1ccc(CNC(=O)C(=O)NCCC2CCCCN2S(=O)(=O)c2ccc(C)cc2)cc1 (stereo not given)	-4	-4	1.1	-1.7	-1	19	2.4	11	0.3

Next section, starting with the last 2 of the part before.
SMILES	Anthrax LF inh2	BoNT-F LC inh	TcdB inh	FadD28 binding	CCHF vOTU inh	Yp Topo-I inh	PfHsp40 yeast	PrPC surface inh	BoNT-A LC inh2
CC(C)(C)NC(=O)Cn1cnc2cc([N+](=O)[O-])ccc2c1=O	1	0	1.5	-3.7	13	-11	-1.2	-41	-0.1
COc1ccc(CNC(=O)C(=O)NCCC2CCCCN2S(=O)(=O)c2ccc(C)cc2)cc1 (stereo not given)	-4	-4	1.1	-1.7	-1	19	2.4	11	0.3
Cc1ccc(NC(=S)NC(CO)C(O)c2ccc([N+](=O)[O-])cc2)cc1 (stereo not given)	-2	-1	0.6	-1.8	2	0	-0.1	-4	-0.5
C[C@H]1[C@@H](c2ccccc2)Oc2ccc(Cl)cc2S(=O)(=O)N1Cc1ccc(F)cc1F	-1	-5	1.9	-4.6	1	0	2.2	6	-0.3
Cc1ccc(OCC(=O)N2CCN(C(=O)c3ccncc3)CC2)cc1	-2	-6	1.1	-5.0	0	5	-0.2	1	-1.0
Cc1noc(C)c1COc1ccc(C(=O)OC(C)C(=O)Nc2ccc(N3CCOCC3)cc2)cc1 (stereo not given)	-6	-3	.	0.0	0	11	67*	1	0.0
CCc1ccc2nc3c(c(C(=O)O)c2c1)CCC3	-2	3	.	-1.6	-2	4	1.0	-6	1.6
COc1ccccc1NS(=O)(=O)c1cc(NC(=O)C2CCCC2)ccc1N1CCOCC1	-6	-7	2.3	-1.5	24	13	1.7	1	-0.8
CC(Sc1nnnn1C1CCCC1)C(=O)Nc1cccc(S(=O)(=O)N2CCOCC2)c1 (stereo not given)	1	-1	1.8	-4.0	2	21	-0.5	5	-0.2
CN(C)CCOc1ccc2c(c1)C(=O)C(=Cc1ncc([N+](=O)[O-])n1C)C2	1	-12	0.2	0.4	12	-9	.	5	0.0
O=C(CC1NCCN(Cc2ccccc2)C1=O)Nc1ccccc1 (stereo not given)	-4	-5	1.6	-2.9	6	2	-1.0	3	0.1
CN1CCN(CCCNc2c(C=O)c(=O)[nH]c3ccccc23)CC1	-3	-44	-0.7	-3.2	-7	5	-1.3	-3	3.4
Fc1ccc(-c2nc3c(Cl)cc(C(F)(F)F)cn3c2Cl)cc1	-1	-1	.	-0.8	-2	1	1.1	-7	0.0
Cc1ccc(N=Nc2c(C)[nH][nH]c2=O)c(C)c1	0	7	.	-2.7	18	-4	2.8	-14	0.5
Cc1nc(SCC(N)=O)[nH]c(=O)c1CCC(C)C	0	0	0.8	-1.6	-13	0	0.7	-6	0.1
Cc1cc(C(=O)N/N=C/c2cc(Cl)cc([N+](=O)[O-])c2O)c2ccccc2n1	0	-6	-0.6	3.8	6	-7	7.4	-4	0.4
O=C(Nc1ccccc1)/C(=C\c1cccs1)NC(=O)c1ccccc1	-7	-17	.	-0.3	5	4	-1.6	3	-2.5
CCN(C(=O)COC(=O)/C=C/c1cccc([N+](=O)[O-])c1)c1c(N)n(Cc2ccccc2)c(=O)[nH]c1=O	2	-8	0.9	-2.4	4	2	-0.2	-2	-1.9
Cc1ccc(S(=O)(=O)N2CCC(=O)N([C@H](COCc3ccc(C(F)(F)F)cc3)C(C)C)CC2)cc1	-2	6	0.4	.	27	.	.	-1	0.4
CCOc1ncccc1C(=O)OCC(=O)c1ccc[nH]1	-1	17	.	-3.9	3	4	-1.1	7	0.8
Cc1cc(C)cc(N(CC(=O)Nc2ccccc2)C2=NC3CS(=O)(=O)CC3S2)c1 (stereo not given)	5	15	1.2	-2.0	-8	17	-0.5	-6	1.0
CCOC(=O)c1c(C)[nH]c(C(=O)OCc2c(C)noc2C)c1C	2	14	.	-6.6	4	1	-0.2	9	0.7
CN1CCN(Cc2nc3c(c(=O)n(C)c(=O)n3C)n2Cc2cccc3ccccc23)CC1	4	-7	.	0.6	4	2	-0.8	-6	-0.8
CCOc1[nH]n(-c2ccccc2)c(=O)c1C=Nc1ccccc1	-1	-17	1.4	-1.5	8	7	0.9	-5	-4.8
CN1CCCN(C(=O)Cc2c(Cl)cccc2Cl)c2nc3ccccc3nc21	9	14	.	-2.0	-4	36	0.8	-3	11
O=C(c1ccc2ccccc2c1)N1CCOCC1	1	1	1.5	0.2	5	-4	0.4	-7	0.1
CC(NC(=O)CCSCc1ccccc1F)c1ccccc1 (stereo not given)	-8	16	-0.1	-1.7	10	7	0.9	5	-1.1
CNC(=O)C1=C(C)Nc2nc3ccccc3n2C1c1cccc(OC)c1 (stereo not given)	6	-7	1.3	-1.0	8	-2	-1.2	6	-0.6
COc1cc(C(=O)NCCc2ccccc2)ccc1OCC(=O)N1CCOCC1	.	.	1.7	0.4	7	4	-0.2	-2	.
Cc1ccccc1NC(=O)C1CCN(c2cnccn2)CC1	-3	-5	.	-3.0	-11	2	1.6	0	-2.0
COc1ccc(NC(=O)CCCC(=O)c2ccccc2)cc1	0	-14	0.2	0.2	4	-4	-1.2	-3	-3.1
COc1ccc(-n2cnnc2SCC(=O)Nc2cccnc2Cl)cc1	1	-8	-2.2	-0.1	8	-1	0.4	7	-0.5
O=S(=O)(Nc1cccc(-c2ccc(N3CCCCCC3)nn2)c1)c1ccc(F)cc1	0	-1	0.6	-3.0	19	30	1.2	10	0.1
CCN(C(=O)c1cc2cc(OC)ccc2oc1=O)c1ccccc1	-4	17	.	1.7	-1	9	-0.7	-1	0.0
CC(=O)c1ccc(NS(=O)(=O)c2ccc(-c3cnc(C4CC4)o3)cc2)cc1	0	1	.	-3.8	.	1	-1.3	.	0.1
c1ccc(Nc2nc(NCc3ccco3)c3ccccc3n2)cc1	5	-20	0.3	-1.4	-7	-12	7.8	28*	-2.6
CCOC(=O)c1c(NC(=O)c2nn(CC)cc2Br)sc(C)c1C	-2	-5	.	-4.1	-16	6	0.2	-7	0.3
Cc1ccc(NC(CC(=O)c2ccccc2)c2ccc(F)cc2)cc1 (stereo not given)	-6	-11	.	-2.6	10	15	0.8	-1	-1.2
Cc1noc(C)c1-c1csc(N2CCC(C(N)=O)CC2)n1	-1	2	0.4	-3.1	2	-9	-0.4	-2	-0.8
CCC(=O)NC(=S)Nc1c(C)cc(Br)cc1C	0	1	-4.6	-4.1	8	1	-0.5	14	0.8
O=C(N=Nc1c(O)[nH]c2ccc(Br)cc12)c1cc(-c2cccc3ccccc23)n[nH]1	-2	-4	0.2	0.8	11	-9	-0.3	-6	-0.2
O=S(=O)(NCc1csc(-c2cccnc2)n1)c1ccc(F)cc1	-1	2	1.5	-0.2	16	-7	-1.4	-5	-0.7
CCCCN(C(=O)c1ccc(S(=O)(=O)N(C)C)cc1)c1nc2ccccc2s1	-5	-14	.	-3.0	-20	2	-0.6	-4	-0.2
CCOC(=O)[C@]12CCCC=C1N(Cc1cccc3ccccc13)C(=O)[C@H](CC(=O)N1CCN(C(=O)C3CC3)CC1)C2	3	-1	0.3	.	7	.	.	-3	0.4
Cc1ccc(N(C(=O)c2ccc3c(c2)OCO3)C2C=CS(=O)(=O)C2)cc1 (stereo not given)	-7	-7	0.7	-3.1	-11	-11	-0.3	8	-0.3
COc1ccc(/C=C2/C(=O)NC(=O)N(c3ccc(C)c(C)c3)C2=O)cc1CN1C(=O)c2ccccc2C1=O	0	0	.	-2.9	-2	-7	0.2	-4	0.6
Cc1ccsc1C(=O)OCC(=O)N1CC(C)CC(C)C1 (stereo not given)	3	4	-0.2	0.0	18	1	0.0	5	-0.5
CC(=O)OCc1nc2sc(C)c(C)c2c(=O)[nH]1	-2	-10	.	-2.1	2	2	0.6	-5	0.4
CCNC(=O)C1(C)CCN(Cc2ccccc2C#N)C1 (stereo not given)	0	-5	0.8	-1.3	-2	3	.	-3	-0.4
CCOC(=O)C(C)Oc1ccc(C2NC(=O)NC(C)=C2C(C)=O)cc1Br (stereo not given)	0	-2	-0.3	-4.1	7	-1	0.0	1	1.0

Random draw from the library. About 2.3% of those tested had a hit in this group.
